Screens from PubChem.
GAA inhib: blocks human lysosomal alpha-glucosidase | 200,000 compounds, 0.005% hits | P10253 | AID 1466 | Potency, µM (highest dose often 76.9 µM), without a hit: top-dose activity change, negative = inhibition, actives largely listed as inhibitors | purified human GAA, 4-MU-alpha-glucoside fluorescence;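 also: plate controls were uninhibited enzyme wells for no effect and no-enzyme background for full effect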
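Activity normalized between no-enzyme (basal) and enzyme-only wells. Conditions: 4 nM human enzyme, 400 uM fluorogenic substrate, citrate/phosphate pH 5.0 with Tween-20, 20 min room temperature, compounds up to 77 uM.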
GAA glycogen: alters human alpha-glucosidase cleavage of glycogen; P10253; Potency, µM (series often up to 76.4 µM), for inactives: top-dose activity change, negative = inhibition, usual class: inhibitors; 300,000 compounds, 0.38% hits; recombinant GAA, glycogen substrate, Amplex Red glucose oxidase fluorescence;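 also: 0% = full enzyme reaction and -100% = no-enzyme basal signal; the screen sought inhibitors and activators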
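Recombinant human alpha-glucosidase (4 nM final) hydrolysed bovine liver glycogen (30 ug) for 40 min at 37 C in pH 5.0 citrate/phosphate with 0.01% Tween-20. Released glucose detected by glucose oxidase/Amplex Red, Ex 573/Em 610 nm. Compounds up to 77 uM; AC50 from Hill fits.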
IMPase Li cell: membrane-permeable IMPase blocker, potentiated with lithium | CHO-M1 cells, IP1 TR-FRET (IP-One), carbachol + lithium | 210,000 compounds, 0.35% hits | Potency, µM (doses to about 59.4 µM), for the others: at the top dose activity, negative = IMPase inhibition, most hits filed as inhibitors;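 also: IP1 builds up when IMPase is blocked and the TR-FRET signal falls; plate controls were basal vehicle for no effect and high inhibitor control for full effect; nearly all actives have a fitted effect of over 50% in size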
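IP1 accumulation measured by competitive TR-FRET in lysed CHO-M1 cells after 30 min compound exposure at 37C, with a small lithium addition to potentiate weak responses. Hill-equation AC50 from ratio and donor-channel data.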
HttQ103 aggreg: mutant huntingtin aggregation inhibition; PC12 HttQ103-GFP aggregates, Acumen cytometry, 40 h; Potency, µM (series often up to 46.1 µM), inactives show at the highest dose activity change, negative = inhibition, most hits filed as inhibitors; 220,000 compounds, 1.1% hits; AID 1688; also: % is scaled to controls: 0 for no effect and ±100 for the full control effect; nearly all actives have a fitted effect of over 60% in size
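Compounds (qHTS titration) were added to PC12 cells expressing an ecdysone-driven HTT exon 1 Q103–GFP fusion after induction with 100 nM tebufenozide. Aggregate formation was measured as GFP objects in cell lysates.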
aGlu spleen mod: lysosomal alpha-glucosidase (human) modulation | 240,000 compounds, 0.006% hits | AID 2112 | human spleen homogenate, 4-MU-alpha-glucoside fluorescence | Potency, µM (top dose mostly 79.9 µM), for inactives: at the top dose activity change, negative = inhibition, usual class: inhibitors | P10253;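 also: 0% = enzyme with vehicle and -100% = no enzyme basal signal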
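AC50 values come from Hill-equation fits of concentration-response data, normalized to no-enzyme and full-activity controls. Enzyme source: 1 ug human spleen homogenate; 1 mM fluorogenic 4-MU glucoside, pH 5.0 citrate buffer, 37 C, 40 min.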
RGS12 GoLoco inh: blocks human Gai1 binding to RGS12 GoLoco peptide, red readout | 230,000 compounds, 0.44% hits | Gai1:RGS12 GoLoco peptide FP, rhodamine, 10 min | P63096 | Potency, µM (series often up to 61.6 µM), for inactives: at the top dose activity, negative = inhibition, actives largely listed as inhibitors; active = well fitted inhibition curve with a large enough effect, not every such curve was filed as active; inactive = no such curve, though single readings can be large or run the other way; also: % is scaled to controls: 0 for no effect and ±100 for the full control effect; nearly all actives have a fitted effect of over 30% in size; many of its hits are not listed in these tables
Target sequence (P63096 whole entry, looked up): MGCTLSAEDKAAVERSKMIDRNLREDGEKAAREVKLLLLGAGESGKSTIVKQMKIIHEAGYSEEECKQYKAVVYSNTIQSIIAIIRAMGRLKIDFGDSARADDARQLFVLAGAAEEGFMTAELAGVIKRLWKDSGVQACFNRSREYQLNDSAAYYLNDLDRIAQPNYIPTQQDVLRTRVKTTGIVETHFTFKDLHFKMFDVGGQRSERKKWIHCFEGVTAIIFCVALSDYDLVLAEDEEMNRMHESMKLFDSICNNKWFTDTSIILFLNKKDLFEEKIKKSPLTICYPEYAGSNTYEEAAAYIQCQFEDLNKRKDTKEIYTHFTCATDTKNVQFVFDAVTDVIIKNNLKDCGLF
HTT cytoprotect: protects HTT-Q103 PC12 cells, measured by ATP. Potency, µM (titrated, usually from 56.4 µM), for the others: cytoprotection (ATP increase), most hits filed as activators. PC12 HTT-Q103 induced, cytoprotection, ATP luminescence, 40 h. 230,000 compounds, 0.14% hits;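 also: % of control where 0% means no effect; nearly all actives have a fitted effect of over 45% in size; toxic huntingtin expression switched on by the ecdysone agonist tebufenozide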
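Quantitative HTS on tebufenozide-induced (100 nM) PC12 cells expressing HTTQ103 exon 1–GFP; compounds tested as a concentration series; survival measured via cellular ATP.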
Active calls of the source: *; ? = inconclusive; nt = no result given; [ ] = another dose, or the depositor's remark. Unless noted, calls follow the shape of the dose curve; as a rule, active = well fitted curve in the direction sought with a large enough effect; inconclusive = small, poorly fitted or top-dose-only effect, or another doubt; inactive = no such curve, though single readings can be large; an effect the other way counts as inactive or inconclusive. Potency is read from the fitted curve at half-maximal effect. These rows are one share of the data (hit frequency here may not be typical).

entry	Compound	aGlu spleen mod	HttQ103 aggreg	GAA inhib	RGS12 GoLoco inh	HTT cytoprotect	IMPase Li cell	GAA glycogen
1	Cc1ccc(NC(=O)CSc2ncnc3ccccc23)cc1S(=O)(=O)N1CCOCC1	4.3%	-0.3%[9.22 µM]	nt	7.2%	?	nt	1.2%
2	CCc1cccc(C)c1NC(=O)COC(=O)CNS(=O)(=O)/C=C/c1ccccc1	-2.5%	-1.1%	?	11.5%	-13.2%[10 µM]	6.1%	-2.5%
3	COc1cccc(-c2nc(CC(=O)O)cs2)c1OC	2.9%	-6.1%	13.3%	-3.1%	10.9%	13.9%[38.3 µM]	1.4%
4	CCOc1ccc(NC(=O)CCNS(=O)(=O)c2ccc3c(c2)CCC(=O)N3)cc1	5.9%	-9.5%	-1.5%	2.3%	nt	-2.2%	3.3%
5	COc1cccc(-c2nnc(SCC(=O)Nc3ccc(OC)c(OC)c3)n2N)c1	-1.9%	12.7%	-1.8%	-7.0%	-25.6%[0.074 µM]	3.6%[38.3 µM]	8.3%
6	CS(=O)(=O)Nc1ccccc1C(=O)Nc1cccc(Cl)c1	-0.6%	11.2µM*	5.1%	-8.5%	5.4%[10 µM]	-1.8%	4.9%
7	CCC(=O)Nc1nc2ccccc2n1Cc1ccccc1	-8.1%	-9.3%[9.22 µM]	-10.3%	-0.4%	-19.9%	15.6%[38.3 µM]	7.0%
8	COc1ccc2cc3c(N)c(C(=O)NCc4ccco4)sc3nc2c1	-8.9%	?	-5.3%	6.2%	-13.8%[10 µM]	36.9%[38.3 µM]	2.3%
9	Cc1ccn2c(NC(=O)c3cccs3)c(-c3ccccc3)nc2c1	-5.6%	-0.2%	-1.3%	3.6%	-8.8%[10 µM]	-4.2%	2.7%
10	CCOC(=O)c1[nH]c(C)c(C(=O)Nc2ccccc2C)c1C	-5.9%	?	-4.7%	6.8%	-80.1%[inhibitor][10 µM]	35.5%[activator][38.3 µM]	-22.3%
11	Cc1c(NC(=O)/C=C/c2cn(-c3ccccc3)nc2-c2ccc(F)cc2)c(=O)n(-c2ccccc2)n1C	-10.6%	-1.2%	4.4%	-10.5%	5.5%	-4.0%[38.3 µM]	1.8%
12	Cc1cc(CC(C)C)n(-c2nc3ccccc3c(=O)n2OCC(N)=O)n1	-0.6%	?	-10.3%	1.4%	-23.8%[0.074 µM]	3.1%[38.3 µM]	1.3%
13	COc1ccc(C2CC(c3ccccc3)=NN2C(=O)c2cccs2)cc1 (configuration not stated)	8.0%	?	?	nt	-79.0%[inhibitor]	nt	-4.4%
14	N#CC1=C(N)OC2=C(CN(Cc3ccccc3)C/C2=C\c2cccnc2)C1c1cccnc1 (configuration not stated)	2.5%	?	-11.9%	-46.2%	-4.6%[10 µM]	2.2%	9.3%
15	CCCCOc1ccc(N2C(=O)CC(N(O)c3ccccc3)C2=O)cc1 (configuration not stated)	-0.3%	-5.6%	-2.0%	1.0%	-9.7%[0.074 µM]	-6.9%[38.3 µM]	-18.3%
16	O=C(NC(=S)Nc1ccc(Cc2ccncc2)cc1)c1ccc(F)cc1	2.7%	?	-13.6%	-5.3%	-84.8%[inhibitor]	20.1%	-0.7%
17	O=C(O)/C=C/c1ccc2noc(-c3ccccc3)c2c1	-1.4%	3.98µM*	3.8%	15.8%	-24.1%	6.5%	-3.8%
18	CC1Sc2ccc(C(=O)O)cc2NC1=O (configuration not stated)	4.7%	8.7%	4.2%	3.0%	12.4%	15.7%[38.3 µM]	-7.2%
19	COc1ccc(-c2nnc(SCC(C)C)o2)cc1	9.2%	-22.2%[9.22 µM]	nt	4.6%	0.9%[10 µM]	nt	-3.5%
20	Cc1cc(C(=O)NC(=S)Nc2ccccc2N2CCCC2)ccc1[N+](=O)[O-]	4.4%	12.4%	-5.7%	8.1%	-2.0%[10 µM]	5.5%	?
21	C=CCN(CC=C)C(=S)NC(=O)c1ccc(C)c(Br)c1	-1.9%	-21.7%	?	11.3%	nt	0.6%	-2.1%
22	CCC(c1nnnn1Cc1ccco1)N1CCN(c2cc(Cl)ccc2C)CC1 (configuration not stated)	-0.1%	-10.9%	?	-1.5%	-18.1%[10 µM]	-0.9%[38.3 µM]	-2.9%
23	CCSC1=NC(C)(C)C=C(C)N1	-4.0%	-3.1%	4.9%	-5.2%	19.9%[10 µM]	13.9%[38.3 µM]	3.7%
24	CCCc1ccc(Oc2cn[nH]c2-c2ccc(O)c(C)c2O)cc1	-1.5%	?	-2.8%	6.7%	14.3%[10 µM]	27.6%[38.3 µM]	?
25	CN(C)S(=O)(=O)c1ccc(C(=O)Nc2nc3ccccc3[nH]2)cc1	-5.0%	-0.2%	8.9%	6.0%	-62.1%[inhibitor]	-2.2%	-1.3%
26	C=CCNc1c2c(nc3nnnn13)CCCC2	-1.3%	7.3%	-5.0%	5.5%	-21.6%	0.6%	-6.5%
27	CC(C)Cc1ccc(S(=O)(=O)N2CCOCC2)cc1	3.5%	4.1%	-8.6%	-8.9%	11.6%	28.0%[38.3 µM]	3.8%
28	COC(=O)CSc1cc(C)nc2ccc(OC)cc12	-2.4%	-5.0%	-1.2%	-0.1%	-6.6%	-15.9%[38.3 µM]	2.1%
29	O=C(CSc1nnc(-c2ccccc2)c(-c2ccccc2)n1)NCc1ccco1	-3.7%	2.8%	-5.0%	-0.9%	-14.5%[10 µM]	-0.8%	1.3%
30	COc1ccc(OC)c(Nc2nc3nonc3nc2N2CCCC(C)C2)c1 (configuration not stated)	-7.4%	5.9%	-6.1%	3.1%	9.0%[10 µM]	1.9%	16.3%
31	O=C(CCC1COc2ccccc2O1)NC1CCCCC1 (configuration not stated)	5.4%	1.3%[9.22 µM]	-3.1%	-1.3%	8.9%	25.7%[38.3 µM]	8.2%
32	CC(=O)c1ccc(N2CCN(C(=O)Cc3cccs3)CC2)cc1	-2.5%	1.1%	-5.0%	8.4%	nt	5.9%	4.4%
33	CCOC(=O)c1sc(NC(=O)CSc2nc(O)c(Cc3ccccc3)c(=O)[nH]2)nc1C	0.2%	-14.2%	-4.7%	4.8%	-13.5%	-1.6%	3.9%
34	CCCOC(=O)c1c(NC(=O)CCCn2nc([N+](=O)[O-])c(Cl)c2C)sc(C(=O)OC)c1C	-10.6%	17.1%	?	-2.3%	10.8%[10 µM]	11.3%	-6.7%
35	CN1CCN(C(=O)CN(Cc2ccc(Cl)cc2)S(C)(=O)=O)CC1	-0.9%	-0.4%	-0.5%	8.5%	11.5%[10 µM]	27.9%[38.3 µM]	-4.4%
36	Cc1nc2ccccc2cc1O	8.1%	-30.2%	?	9.9%	-19.3%	-25.8%[38.3 µM]	5.7%
37	O=C(Nc1ccccc1)c1ccc(S(=O)(=O)NCC2CCCO2)cc1 (configuration not stated)	2.9%	-26.0%	-10.4%	-3.4%	9.4%	-4.1%[38.3 µM]	2.8%
38	COc1ccccc1-n1c(=O)oc2ccc(Cl)cc2c1=O	0.8%	7.08µM*	-0.4%	1.0%	-88.2%[inhibitor][0.074 µM]	16.1%[38.3 µM]	-0.5%
39	C[C@H]1Cc2c(-c3ccccc3)nc3c(c2CO1)CN(S(=O)(=O)c1ccc2c(c1)OCCN2C)CC3	0.4%[17.4 µM]	nt	nt	-7.0%[14.2 µM]	-20.3%[10 µM]	8.7%	nt
40	COc1ccc(NC(=O)Cn2c(=O)oc3ccccc32)cc1	8.9%	-7.4%[9.22 µM]	nt	4.2%	15.6%[10 µM]	nt	6.4%
41	CN(C)CCNc1nc2c(c(=O)[nH]c(=O)n2C)n1CC(O)COc1ccc(Cl)cc1 (configuration not stated)	1.9%	-14.4%	-1.2%	10.1%	1.7%[0.074 µM]	-7.3%[38.3 µM]	8.3%
42	CCC1=NN(C(=O)Cc2ccc(OC)cc2)C(O)(C(F)(F)F)C1 (configuration not stated)	7.2%	-3.8%	-2.2%	12.5%	-4.4%	5.3%[38.3 µM]	3.1%
43	O=C(CSc1nccc(-c2cccs2)n1)Nc1ccccc1	-0.1%	11.4%[9.22 µM]	1.8%	2.2%	0.4%[10 µM]	nt	-0.7%
44	C[C@H](CCC(=O)NCC(=O)O)C1CC[C@H]2C3CC[C@@H]4C[C@H](O)CC[C@]4(C)C3C[C@H](O)[C@]12C (some centres not stated)	-17.3%	nt	nt	4.4%	-13.0%	1.0%	nt
45	O=C(NNC(=O)c1cccnc1SCc1cccc([N+](=O)[O-])c1)c1ccccn1	-1.0%	?	-3.2%	8.3%	1.6%[10 µM]	11.3%	-13.1%

Records above shown as hits in HttQ103 aggreg:
No.	SMILES	HttQ103 aggreg	RGS12 GoLoco inh	IMPase Li cell	GAA glycogen
6	CS(=O)(=O)Nc1ccccc1C(=O)Nc1cccc(Cl)c1	11.2µM*	-8.5%	-1.8%	4.9%
17	O=C(O)/C=C/c1ccc2noc(-c3ccccc3)c2c1	3.98µM*	15.8%	6.5%	-3.8%
38	COc1ccccc1-n1c(=O)oc2ccc(Cl)cc2c1=O	7.08µM*	1.0%	16.1%[38.3 µM]	-0.5%

Later entries
entry	Compound	aGlu spleen mod	HttQ103 aggreg	GAA inhib	RGS12 GoLoco inh	HTT cytoprotect	IMPase Li cell	GAA glycogen
46	C#CCNC(=O)c1cccn1-c1ncc(C(F)(F)F)cc1Cl	-7.2%	0.5%	-0.8%	0.2%	-42.7%	-0.4%	2.8%
47	CCN(Cc1ccncc1)C(=O)CCc1nnc(CCc2ccccc2OC)o1	-3.0%	3.6%[9.22 µM]	3.5%	11.8%	3.8%[10 µM]	16.5%	-8.1%
48	C=CCN1C(=O)CS/C1=N/c1nccs1	-9.4%	1.2%	0.2%	7.3%	9.9%[10 µM]	16.0%[38.3 µM]	-0.3%
49	O=C(N/N=C/c1cccc(Br)c1)c1ccc(Br)cc1	0.2%	12.1%	6.0%	17.5%	nt	5.3%	-15.1%
50	CCc1cc(-c2n[nH]c(=S)n2C(C)c2ccccc2)cs1 (configuration not stated)	2.8%	?	0.5%	-4.7%	-4.3%	29.5%[38.3 µM]	?
51	CC1CN(CCCCOc2ccc3ccccc3c2)CC(C)O1 (configuration not stated)	6.7%	8.3%	-3.0%	-7.1%	4.3%[0.074 µM]	9.0%	-4.6%
52	COc1ccc2[nH]c(=O)c(CN(C)C(=O)c3cccs3)cc2c1	3.1%	3.8%[9.22 µM]	nt	4.8%	-5.9%[10 µM]	nt	1.9%
